TbHK1 inh: Trypanosoma brucei hexokinase 1 inhibitors, primary screen, biochemical, G6PDH-coupled NADH absorbance, MLSCN library | 220,000 tested, 0.11% active | inhibition, % at 10 µM | recombinant TbHK1, G6PDH-coupled NADH A340 | hexokinase 1 [Trypanosoma brucei];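 active = inhibition of 50% or more in the single-dose primary screen; inactive = inhibition below 50%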
m-calpain inh: inhibitors of pig calpain II, primary screen, biochemical, fluorogenic peptide substrate, 1536-well; purified calpain II, 30 min; inhibition, % at 16 µM; 220,000 tested, 0.37% active;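 active = inhibition above about 50%, limit read from the data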
p97 ATPase inh: inhibitors of human p97 ATPase, primary screen, biochemical. AID 1481, 2009. 220,000 tested, 0.42% active. inhibition, % at 8 µM. recombinant p97 ATPase, Kinase-Glo ATP luminescence, 3 h; in the data active = inhibition above about 15%;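 note: 0% = DMSO vehicle and 100% = wells lacking enzyme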
Furin inh: human furin inhibitors, primary screen, biochemical, fluorescence intensity; inhibition, % at 30 µM; purified furin, fluorogenic substrate cleavage; AID 463115, 2010; P09958; 220,000 tested, 0.061% active; in the data active = inhibition above about 25%; note: inactives centre near -15
Target sequence (P09958 108-714 limits assumed): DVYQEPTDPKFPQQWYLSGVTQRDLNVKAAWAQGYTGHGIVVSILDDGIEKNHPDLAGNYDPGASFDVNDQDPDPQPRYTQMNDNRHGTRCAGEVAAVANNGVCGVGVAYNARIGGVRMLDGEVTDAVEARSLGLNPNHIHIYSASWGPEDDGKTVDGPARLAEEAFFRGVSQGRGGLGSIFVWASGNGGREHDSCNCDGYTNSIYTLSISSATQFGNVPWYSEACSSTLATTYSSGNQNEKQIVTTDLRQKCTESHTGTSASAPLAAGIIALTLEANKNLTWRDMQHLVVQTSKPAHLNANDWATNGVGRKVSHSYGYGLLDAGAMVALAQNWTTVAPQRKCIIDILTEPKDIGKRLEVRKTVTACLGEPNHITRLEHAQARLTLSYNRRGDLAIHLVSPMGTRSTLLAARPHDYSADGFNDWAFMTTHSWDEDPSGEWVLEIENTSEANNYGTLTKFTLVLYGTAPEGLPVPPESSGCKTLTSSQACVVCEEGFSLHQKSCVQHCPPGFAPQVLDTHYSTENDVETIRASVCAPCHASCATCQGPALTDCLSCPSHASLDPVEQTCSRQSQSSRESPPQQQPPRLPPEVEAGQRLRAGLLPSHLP
Runt-CBFb FRET: inhibitors of RUNX1 Runt–CBFb binding, primary screen, biochemical, FRET, Cerulean-Runt, Venus-CBFb, uHTS; Cerulean-Runt/Venus-CBFb FRET ratio 530/480, 1 h; inhibition, % at 20 µM; 220,000 tested, 0.46% active;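 active = inhibition over about 50% at 20 µM in the single-dose screen, limit read from the data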;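 note: 0% = DMSO wells and 100% = excess unlabeled CBFb competitor control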
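Measured by: fluorescence energy transfer, 422 nm excitation, 530/480 nm emission; test system: Cerulean-tagged RUNX1 Runt domain (FRET donor) fusion protein; buffer or medium: Tris pH 7.5 buffer with BSA; compound: one dose, 20 µM compound, 1% DMSO; times: two 1 h room-temperature incubations shielded from light; benchmarks: unlabeled CBFb 5 µM, positive control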
RBBP9 inh: human RBBP9 inhibitors, primary screen, biochemical, fluorescence polarization, FP-Rh probe, HTS; Serine hydrolase RBBP9 (Homo sapiens), O75884; recombinant RBBP9; inhibition, % at 7.94 µM; 220,000 tested, 0.2% active;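 active = inhibition above the campaign mean of all tested compounds plus 3 SD, cut at about 14% in these data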;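 note: plate controls were DMSO wells with RBBP9 for no effect and wells lacking RBBP9 protein for full effect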
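System: RBBP9 protein | Quantity: 2.5 µM RBBP9 dispensing solution, before mixing | Reagent: FP-Rh probe, 375 nM dispensing solution | Timing: Enzyme-compound preincubation 30 min, then probe labeling 45 min, 25 °C | Measured by: Fluorescence polarization | Read-out: % inhibition | Replication: One well per compound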
p47phox inh: p47phox/p22phox peptide binding inhibitors, primary screen, biochemical, uHTS, NADPH oxidase regulatory subunit | 220,000 tested, 0.53% active | inhibition, % at 24.7 µM | Neutrophil cytosol factor 1 (Homo sapiens), P14598 | AID 1274, 2008 | fluorescence polarization, 2 h;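 active = inhibition above about 30%, limit read from the data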;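 note: 0% = p47phox with labelled peptide and 100% = labelled peptide alone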
Runt-SMMHC FRET: inhibitors of RUNX1 Runt–CBFb-SMMHC binding, primary screen, biochemical, FRET, Cerulean-Runt, Venus-CBFb-SMMHC, uHTS; Runt-related transcription factor 1 (Homo sapiens) + Core-binding factor subunit beta …; Cerulean-Runt/Venus-CBFb-SMMHC FRET ratio 530/480, 1 h; inhibition, % at 20 µM; 220,000 tested, 0.74% active;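 active = mean inhibition across duplicate retests at 20 µM reaching about 50%, limit read from the data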;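 note: 0% = DMSO wells and 100% = wells with excess untagged CBFb-SMMHC; inhibitors lower the FRET ratio by blocking Runt binding to CBFb-SMMHC; some results filed as inactive read as strong as hits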
EBV gp42 block: Epstein-Barr virus gp42 inhibitors, primary screen, biochemical, uHTS, fluorescence polarization; Glycoprotein 42 (Epstein-Barr virus (strain AG876)), Q1HVG2; Fluorescence polarization binding assay, mP read-out; inhibition, % (tested at 21.74 µM); 220,000 tested, 0.42% active; in the data active = inhibition above about 50%
Target sequence (Q1HVG2 whole entry, looked up): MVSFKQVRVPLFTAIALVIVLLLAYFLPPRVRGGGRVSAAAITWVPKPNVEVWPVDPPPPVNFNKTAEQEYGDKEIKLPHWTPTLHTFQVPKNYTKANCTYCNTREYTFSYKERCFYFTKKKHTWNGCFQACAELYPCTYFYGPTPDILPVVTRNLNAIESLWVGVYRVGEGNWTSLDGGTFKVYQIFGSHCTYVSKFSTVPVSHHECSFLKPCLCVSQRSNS
* hit, by the source's call; [ ] = dose if it differs, or a comment. Random draw from the library, and some 2.7% of all compounds hit somewhere here.

[1] COc1ccc(NC(=O)CN2C(=O)c3ccccc3Sc3ccc(C(=O)N4CCOCC4)cc32)c(OC)c1
[2] O=[N+]([O-])c1cccc(-n2nnnc2CNCc2ccccc2)c1
[3] Cc1cc(C)n2c(SCC(=O)Nc3ccc(F)cc3)nnc2n1
[4] COc1ccc(C(=O)Nc2nnc(CCS(=O)(=O)c3ccc(C)cc3)s2)cc1
[5] CS(=O)(=O)N(Cc1ccc(Cl)cc1)c1ccc(C(=O)N/N=C/c2cc3ccccc3nc2Cl)cc1
[6] CC(C)(C)NCCOc1ccc2ccccc2c1
[7] COc1cc(CNCCc2c[nH]c3ccccc23)ccc1OCc1ccccc1F
[8] CC(=O)c1c(C)[nH]c(C(=O)OCC(=O)NCCC(C)C)c1C
entry no.	1	2	3	4	5	6	7	8
TbHK1 inh	-4	-6	-4	0	-30	1	12	-2
m-calpain inh	-149	8	8	-4	-89	-14	22	-30
p97 ATPase inh	3	5	0	8	4	1	4	4
Furin inh	-23	-19	-6	-16	-13	-15	-15[20 µM]	-14
Runt-CBFb FRET	0	-2	24	-2	2	2	-2	-1
RBBP9 inh	-9	-6	-4	-10	-5	-2	-1	4
p47phox inh	-16	-2	3	-8	-10	-15	0	-5
Runt-SMMHC FRET	0	-4	0	0	2	-4	3	0
EBV gp42 block	-13	-13	-7	-19	-15	-5	-14	-24

[9] Cc1ccc2nc(-c3ccccc3N)[nH]c2c1
[10] COC(=O)c1ccc(-c2nc(-c3ccc(Br)o3)no2)cc1
[11] CCC(CC)C(=O)c1c[nH]c(C(=O)NN)c1
[12] O=C(O)c1ccccc1N(Cc1ccccc1)C(=O)CO/N=C/c1ccccc1
[13] Cc1cc(C)cc(NC(=S)NCC2CCCO2)c1 (centres undefined)
[14] NC(=O)C1CCN(C(=O)c2ccc3nc(N4CCCCC4)sc3c2)CC1
[15] CCN1CCN(C(=O)CN(CCc2ccccc2)S(C)(=O)=O)CC1
[16] Cn1c(=O)[nH]c(=O)c2cc(C(=O)c3cc(F)ccc3O)cnc21
entry no.	9	10	11	12	13	14	15	16
TbHK1 inh	-7	-7	-9	13	-3	5	-4	-2
m-calpain inh	-264	5	-15	9	1	-11	-23	-89
p97 ATPase inh	-25	-2	1	-3	-4	2	3	-5
Furin inh	-34	-7	-15	-13	-28[20 µM]	-18	-9[20 µM]	-10
Runt-CBFb FRET	2	2	0	-1	0	0	-3	1
RBBP9 inh	-7	-3	3	-6	-6	0	0	-3
p47phox inh	2	-21	-4	-5	-15	2	-7	-12
Runt-SMMHC FRET	0	0	4	-3	4	0	0	-3
EBV gp42 block	4	-5	0	1	-14	-7	5	8

[17] COc1cc(C(=O)NNC2=NC(C)(C)Cc3cc(C)c(C)cc32)cc(OC)c1OC
[18] CSc1ccccc1C(=O)Nc1ncc(C)s1
[19] Nc1nc(SCC(=O)NCc2ccc(F)cc2)[nH]c(=O)c1NC(=O)c1ccc(Cl)cc1
[20] CCCNC(=O)OC[C@H]1O[C@H](CCO/N=C/c2ccc(C(=O)N3[C@H](c4ccc(C)cc4)[C@@H](C)CC[C@H]3C(=O)OC)cc2)C=C[C@@H]1Oc1ccc(OC)cc1
[21] Cc1ccc(C)n1-c1sc2c(c1C#N)CCC(C)C2 (centres undefined)
[22] Cc1ccccc1-c1nc2sc3c(c2c(=O)o1)CCC3
[23] COc1ccc2c(c1OC)C(=O)OC2Nc1nc(-c2cc3cc(Br)ccc3oc2=O)cs1 (centres undefined)
[24] O=C(CN1C(=O)COc2ccc(Cl)cc21)Nc1ccc2c(c1)OCCO2
entry no.	17	18	19	20	21	22	23	24
TbHK1 inh	-16	-13	-15	4	-2	-8	-48	-6
m-calpain inh	-15	-30	0	-22	2	-13	-41	21
p97 ATPase inh	-1	-2	0	4	-6	-1	5	-1
Furin inh	-3	-12[20 µM]	-14	-15	7[20 µM]	-14[20 µM]	-11	-10[20 µM]
Runt-CBFb FRET	0	2	-1	0	1	-4	17	2
RBBP9 inh	-1	-10	-7	-13	-11	-3	2	-5
p47phox inh	-1	-13	-4	-1	-19	-9	-26	-8
Runt-SMMHC FRET	-1	4	4	0	-2	3	-19	0
EBV gp42 block	-22	-7	-12	-17	-17	-5	2	1

[25] NS(=O)(=O)c1ccc(N/N=C/c2ccc[nH]2)c([N+](=O)[O-])c1
[26] COc1ccc(S(=O)(=O)Oc2cccc(/C=N/N=C3/NC(=O)C(CC(=O)O)S3)c2)cc1 (centres undefined)
[27] CCC(=O)c1ccc(OCC(=O)O)cc1
[28] O=C(c1nc2ccccc2s1)N1CCN(c2ccccn2)CC1
[29] COc1ccc(N2CCN(CC(O)COc3ccccc3[N+](=O)[O-])CC2)cc1 (centres undefined)
[30] O=S(=O)(c1ccc(NC(=S)NCCC(c2ccccc2)c2ccccc2)cc1)N1CCOCC1
[31] CCNc1nc(CN2CCCCC2)nc2scc(-c3ccccc3)c12
[32] CS(=O)(=O)N(CC(=O)Nc1ccccc1Sc1ccccc1)C1CCCCC1
entry no.	25	26	27	28	29	30	31	32
TbHK1 inh	-25	-43	-4	-12	-21	-13	5	-9
m-calpain inh	16	45	18	-1	14	-4	17	36
p97 ATPase inh	2	5	-2	0	-4	3	2	-7
Furin inh	-7	-4	-22	-16[20 µM]	-11	-13	-12	-10[20 µM]
Runt-CBFb FRET	-2	-2	0	-1	-2	0	0	-112
RBBP9 inh	1	1	-2	2	-11	-78	-7	-3
p47phox inh	-8	1	0	0	-5	-61	-6	-29
Runt-SMMHC FRET	-1	0	2	-2	7	-2	3	-7
EBV gp42 block	-8	-6	-7	2	-21	-13	4	0

[33] Cc1ccc(NC(=O)CSCC(=O)N2CCOCC2)cc1
[34] CC(=O)Nc1ccc(S(=O)(=O)N2CCN(CCCOc3cc(C)ccc3C)CC2)cc1
[35] O=C(Cc1cccs1)Nc1ccccn1
[36] CSc1ccc(Cc2ccc(Cl)cc2Cl)nn1
[37] CCC(=O)Nc1cc(C(=O)NCC2CCCN2CC)c(OC)cc1N(C)C (centres undefined)
[38] C1CCN(c2nc(N3CCCCC3)nc(N3CCNCC3)n2)CC1
[39] Cc1ccc(S(=O)(=O)N2CCC(C(=O)O)CC2)cc1C(=O)O
[40] COc1cc(S(=O)(=O)N2CCN(C)CC2)c(OC)cc1Br
entry no.	33	34	35	36	37	38	39	40
TbHK1 inh	3	-4	8	3	-11	2	-4	-1
m-calpain inh	-24	-27	-45	2	-11	0	-12	25
p97 ATPase inh	5	-1	3	-12	-1	-4	5	-3
Furin inh	-34[20 µM]	-20[20 µM]	-24[20 µM]	-2	-16[20 µM]	-6	-27	-15
Runt-CBFb FRET	-2	-6	1	1	1	0	-3	2
RBBP9 inh	-10	-7	-6	-4	2	-6	0	-8
p47phox inh	6	-6	-28	-13	-9	-14	0	3
Runt-SMMHC FRET	1	0	-4	-1	-2	-2	-2	-2
EBV gp42 block	-6	-12	-14	5	-7	-26	-20	5

[41] CCOC(=O)c1nonc1NC(C)=O
[42] Cc1ccc(-c2c3c(=O)n(C)c(=O)n(C)c3cn2Cc2ccccn2)cc1
[43] CCOC(=O)Cc1csc(NC(=O)C(C)c2ccc([N+](=O)[O-])cc2)n1 (centres undefined)
[44] Cc1nc2ccccc2cc1C(=O)N/N=C/c1ccc([N+](=O)[O-])cc1
[45] CCCc1cc(=O)n2[nH]c(NCc3ccccc3Cl)nc2n1
[46] COc1cc(C(=O)N(C)c2nnc(-c3cccnc3)s2)cc(OC)c1OC
entry no.	41	42	43	44	45	46
TbHK1 inh	4	5	-5	-27	2	0
m-calpain inh	-19	-30	17	21	16	-3
p97 ATPase inh	-1	3	3	-9	8	-7
Furin inh	-14[20 µM]	-29	-5	-4	-23	-20[20 µM]
Runt-CBFb FRET	1	1	1	-2	-2	0
RBBP9 inh	-15	-4	13	-5	-8	-6
p47phox inh	-9	2	-10	2	2	-20
Runt-SMMHC FRET	5	0	1	5	2	0
EBV gp42 block	6	-13	-7	-4	-8	-18

Filtered by structure, those above containing an NH in an aromatic ring
[7] COc1cc(CNCCc2c[nH]c3ccccc23)ccc1OCc1ccccc1F
[8] CC(=O)c1c(C)[nH]c(C(=O)OCC(=O)NCCC(C)C)c1C
[9] Cc1ccc2nc(-c3ccccc3N)[nH]c2c1
[11] CCC(CC)C(=O)c1c[nH]c(C(=O)NN)c1
[16] Cn1c(=O)[nH]c(=O)c2cc(C(=O)c3cc(F)ccc3O)cnc21
[19] Nc1nc(SCC(=O)NCc2ccc(F)cc2)[nH]c(=O)c1NC(=O)c1ccc(Cl)cc1
[25] NS(=O)(=O)c1ccc(N/N=C/c2ccc[nH]2)c([N+](=O)[O-])c1
[45] CCCc1cc(=O)n2[nH]c(NCc3ccccc3Cl)nc2n1
entry no.	7	8	9	11	16	19	25	45
TbHK1 inh	12	-2	-7	-9	-2	-15	-25	2
m-calpain inh	22	-30	-264	-15	-89	0	16	16
p97 ATPase inh	4	4	-25	1	-5	0	2	8
Furin inh	-15[20 µM]	-14	-34	-15	-10	-14	-7	-23
Runt-CBFb FRET	-2	-1	2	0	1	-1	-2	-2
RBBP9 inh	-1	4	-7	3	-3	-7	1	-8
p47phox inh	0	-5	2	-4	-12	-4	-8	2
Runt-SMMHC FRET	3	0	0	4	-3	4	-1	2
EBV gp42 block	-14	-24	4	0	8	-12	-8	-8

Screening data from PubChem.
